High-throughput results from PubChem.
pPAFAH FP inh – inhibitors of human plasma PAF acetylhydrolase (pPAFAH) | recombinant pPAFAH, FP-rhodamine probe fluorescence polarization | Q13093 | inhibition, % at 3.39 µM | hit rate 1.5% among 330,000 | AID 463082;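 active means inhibition above the mean inhibition across the screen plus 3 SD, cut at about 25% in these data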;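 further: inhibitors block binding of the rhodamine activity-based probe so polarization drops; 0% = enzyme with DMSO and 100% = wells lacking pPAFAH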
Target sequence (Q13093 whole entry, looked up): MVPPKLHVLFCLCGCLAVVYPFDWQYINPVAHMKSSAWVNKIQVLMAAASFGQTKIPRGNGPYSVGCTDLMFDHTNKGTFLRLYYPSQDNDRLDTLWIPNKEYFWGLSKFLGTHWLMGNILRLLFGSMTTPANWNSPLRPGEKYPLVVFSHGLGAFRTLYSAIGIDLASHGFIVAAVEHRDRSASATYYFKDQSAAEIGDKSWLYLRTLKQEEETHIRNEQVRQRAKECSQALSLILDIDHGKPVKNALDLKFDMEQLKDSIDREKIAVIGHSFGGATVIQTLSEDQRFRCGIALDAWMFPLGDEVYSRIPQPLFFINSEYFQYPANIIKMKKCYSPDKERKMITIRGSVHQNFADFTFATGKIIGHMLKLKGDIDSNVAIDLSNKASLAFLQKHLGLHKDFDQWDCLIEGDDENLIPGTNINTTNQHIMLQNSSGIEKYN
LYPLA2 inh – blocks human lysophospholipase 2, a PME1 counter-screen | recombinant LYPLA2, FP-Rh probe fluorescence polarization | hit rate 0.38% among 320,000 | O95372 | inhibition, % at 5.9 µM;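 active means inhibition above the screen-wide mean plus 3 SD, limit set per campaign, cut at about 26% in these data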;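 further: 0% = LYPLA2 with DMSO and 100% = wells lacking LYPLA2 enzyme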
PME-1 primary – PME-1 (human) inhibition; Q9Y570; recombinant PME-1, FP-Rh probe fluorescence polarization; inhibition, % at 5.9 µM; hit rate 0.53% among 320,000; AID 2130;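 active means inhibition above the campaign mean of all compounds plus 3 SD, cut at about 26% in these data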;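 further: competitive labeling of PME-1 active site by serine hydrolase directed probe; 0% = PME-1 with DMSO and 100% = wells lacking PME-1 enzyme; inhibitors block probe labeling so polarization falls and inhibition rises; many of its hits are not listed in these tables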
GSTO1 inh – GSTO1 inhibition, counter-screen for RBBP9 inhibitors; P78417; recombinant GSTO1, activity-based probe fluorescence polarization; inhibition, % at 5.96 µM; hit rate 1.1% among 300,000; AID 1974;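 active means inhibition above the campaign mean inhibition plus 3 SD, cut at about 35% in these data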;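 further: 0% = GSTO1-1 with DMSO and 100% = wells lacking GSTO1-1 enzyme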
LYPLA1 counter – counter-screen for PME1 inhibitors: inhibitors of human LYPLA1; O75608; recombinant LYPLA1, FP-Rh probe fluorescence polarization; inhibition, % at 5.9 µM; hit rate 0.16% among 320,000; AID 2174;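 active means inhibition above the mean of all tested compounds plus 3 SD, set per campaign, cut at about 14% in these data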;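 further: inhibitors block serine hydrolase probe labeling of LYPLA1 so polarization falls; 0% = enzyme with DMSO and 100% = wells lacking LYPLA1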
Target sequence (O75608 whole entry, looked up): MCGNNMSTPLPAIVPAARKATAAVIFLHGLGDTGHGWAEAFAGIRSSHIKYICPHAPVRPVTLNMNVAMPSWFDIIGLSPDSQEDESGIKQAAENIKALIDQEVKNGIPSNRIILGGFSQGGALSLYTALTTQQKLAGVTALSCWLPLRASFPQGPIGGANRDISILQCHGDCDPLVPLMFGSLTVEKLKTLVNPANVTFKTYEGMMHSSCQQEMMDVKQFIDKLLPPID
PAFAH1B2 FP inh – inhibitors of human PAFAH1B2. recombinant PAFAH1B2, FP-rhodamine activity probe, fluorescence polarization. inhibition, % at 3.39 µM. hit rate 1.2% among 340,000. AID 492953;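 active means inhibition above the mean of all tested compounds plus 3 SD, cut at about 24% in these data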;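 further: 0% = enzyme with DMSO and 100% = wells lacking PAFAH1B2; many of its hits are not listed in these tables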
PAD4 inh – inhibitors of human PAD4; Q9UM07; recombinant PAD4, RCA probe fluorescence polarization; hit rate 0.41% among 330,000; inhibition, % at 6.36 µM;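 active means percent inhibition above a cutoff equal to the mean of all tested compounds plus 3 SD, cut at about 15% in these data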;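 further: 0% = PAD4 with RCA probe and DMSO and 100% = probe without PAD4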
PREPL inhibitor – inhibitors of human prolyl oligopeptidase-like enzyme PREPL | Q4J6C6 | recombinant PREPL, fluorescence polarization activity-based probe | inhibition, % at 5.96 µM | hit rate 0.68% among 320,000 | AID 2751; in the data active means inhibition above about 43%;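 further: 0% = enzyme with DMSO and 100% = wells lacking enzyme; many of its hits are not listed in these tables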
PAFAH1B3 inh – PAFAH1B3 (human) inhibition; Q15102; recombinant PAFAH1B3, FP-rhodamine probe, fluorescence polarization; inhibition, % at 3.39 µM; hit rate 0.28% among 340,000; AID 492972;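 active means inhibition above the screen-wide average of all tested compounds plus 3 SD, cut at about 25% in these data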;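 further: 0% = enzyme with DMSO only and 100% = wells lacking PAFAH1B3 protein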
Target sequence (Q15102 whole entry, looked up): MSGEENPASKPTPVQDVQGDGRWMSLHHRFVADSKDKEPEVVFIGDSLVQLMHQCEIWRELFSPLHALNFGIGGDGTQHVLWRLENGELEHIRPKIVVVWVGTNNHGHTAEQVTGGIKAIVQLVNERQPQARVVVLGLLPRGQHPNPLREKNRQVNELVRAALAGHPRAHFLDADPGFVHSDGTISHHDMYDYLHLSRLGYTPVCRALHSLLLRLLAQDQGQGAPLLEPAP
* marks the source's active call; other numbers are inactive results; . = no result given.

SMILES	pPAFAH FP inh	LYPLA2 inh	PME-1 primary	GSTO1 inh	LYPLA1 counter	PAFAH1B2 FP inh	PAD4 inh	PREPL inhibitor	PAFAH1B3 inh
Cc1cccc(N2CCN(C(=O)CCNC(=O)Cn3ccc4ccccc4c3=O)CC2)c1C	-1	1	-5	3	-4	7	1	-15	11
O=C(CSc1nnnn1-c1cccc2ccccc12)Nc1ccc(N2CCOCC2)c(Cl)c1	5	-2	-3	1	-6	1	-3	17	7
N#Cc1ccc(OCC(=O)OCCCOC(=O)COc2ccc(C#N)cc2)cc1	32*	3	-2	5	2	18	0	11	5
Cc1cc(/C=N\NC(=O)COc2cccc3cccnc23)c(C)n1-c1ccc(Br)cc1	21	1	-63	-2	-4	-1	-3	28	4
CCOC(=O)N1CCN(C(=O)COc2cc(=O)n(CC)c3ccccc23)CC1	2	8	0	1	0	6	-5	12	6
CC(=O)c1cccc(NC(=O)C2CCCN(S(=O)(=O)c3ccccc3)C2)c1 (stereo unspecified)	1	5	-5	17	1	-3	-3	-2	2
O=C(CN(Cc1ccccc1)S(=O)(=O)c1ccc(Br)cc1)NCC1CCCO1 (stereo unspecified)	5	3	11	3	0	4	1	2	-2
COc1cc(CN(C(=S)NCC(=O)NC2CCCC2)C2CCCC2)cc(OC)c1OC	11	-2	-2	0	0	-2	2	1	1
CN(Cc1cn(C)c2ccccc12)C(=S)Nc1cc(F)cc(F)c1	0	-5	-1	-3	2	0	-2	12	5
Cc1ccc(N=Cc2c(O)ccc3ccccc23)cc1F	-1	-4	-6	31	-1	0	-5	5	-1
O=S(=O)(O)c1cc(O)ccc1O	3	6	0	2	0	1	-2	-3	6
O=C(CCc1nnc(CCCc2ccccc2)o1)NCCCC1CCCC1	5	2	-1	-1	1	6	-3	16	1
COc1ccc(CC(=O)Nc2ccc(-c3cn4ccccc4n3)cc2)cc1OC	-3	1	3	-1	0	2	0	6	4
CCOC(=O)C1=C(C)N=C2SC(C)C(=O)N2C1c1ccc(OCC)c(OCC)c1 (stereo unspecified)	0	-4	-11	6	-2	4	4	-4	5
O=C(COc1ccc2ccccc2c1)Nc1cccc2cccnc12	-8	-14	-93	-5	-13	3	-7	-4	-5
CCCCn1c(=O)nc2n(-c3ccc(C)cc3)c3ccccc3cc-2c1=O	0	-1	-2	3	-2	-1	-5	-6	6
O=C(O)c1cccc(S(=O)(=O)N2CCCC(c3nc4c(nnn4Cc4ccc(F)cc4)c(=O)[nH]3)C2)c1 (stereo unspecified)	-8	-4	3	17	1	6	-15	4	3
CCCC(CCC)C(=O)Nc1ccc2c(c1)N(C(=O)CCN1CCN(C)CC1)c1ccccc1CC2	3	0	5	5	0	6	0	-20	0
CC1(C)CC(=O)C2=C(C1)OC(c1ccncc1)C(C#N)=C2N (stereo unspecified)	-6	6	-7	10	-1	2	8	2	-5
Cc1cccc(C)c1NC(=O)CSc1nnc(NC(=O)CN2CCOCC2)s1	0	3	-2	1	2	-1	3	-2	8
CCN1C(=O)CC(N2CCN(c3ccc(C(=O)c4ccncc4)cc3)CC2)C1=O (stereo unspecified)	8	2	7	2	-2	2	1	-3	4
O=C(c1ccco1)N1CCN(Cc2cc(=O)c(OCc3ccc(F)cc3)co2)CC1	5	10	10	6	0	1	1	3	-1
CC(C)CNC(=O)CC(c1ccccc1)c1ccccc1	-1	-4	-9	3	-3	2	-5	-4	4
CC(C)(C)OC(=O)N1CCN(C(=O)c2[nH]cnc2C(=O)N[C@@H](Cc2ccccc2)C(=O)OCc2ccccc2)CC1	4	5	3	2	-1	5	-2	10	9
Cc1cc(C(F)(F)F)n2nc(C)c(-c3ccc(Cl)cc3)c2n1	-3	-1	-4	0	-4	-2	5	-2	10

Continuation.
SMILES	pPAFAH FP inh	LYPLA2 inh	PME-1 primary	GSTO1 inh	LYPLA1 counter	PAFAH1B2 FP inh	PAD4 inh	PREPL inhibitor	PAFAH1B3 inh
C/C(Cc1ccccc1)=N\NC(=O)CNC(=O)Cc1ccc(Cl)cc1	5	2	3	8	3	7	3	10	13
CCc1ccc(C2C(C#N)=C(N)N(N(C)C)C3=C2C(=O)CCC3)s1 (stereo unspecified)	16	10	0	2	-3	1	-1	4	8
CNC(=O)NC(=O)C(NC1CCCc2ccccc21)c1ccccc1 (stereo unspecified)	-2	0	0	-1	-2	9	-4	9	3
O=C(CCc1ccccc1)NCc1ccc2c(c1)OCO2	5	-3	2	7	-2	4	-3	-5	3
CN(C(=O)c1ccccn1)C1(C(=O)NC2CCCCC2)CCCCC1	1	-1	1	0	-2	9	-3	-2	5
Cc1cccc(OC(C)C(=O)Nc2cc(Cl)ccc2-n2cncn2)c1 (stereo unspecified)	4	4	3	.	0	3	1	5	2
C=CCN1C(=O)C(O)(CC(=O)c2ccco2)c2cc(Br)ccc21 (stereo unspecified)	0	2	-1	19	-1	3	0	31	-5
CC1Cc2ccccc2N1S(=O)(=O)c1cccc(C(=O)NCCCO)c1 (stereo unspecified)	0	-2	1	6	-6	6	0	13	2
O=C(O)C1C2C=CC(C2)C1C(=O)NCc1ccoc1 (stereo unspecified)	5	6	5	5	7	4	-5	-3	-3
COc1ccc(C(=O)N2CCN(c3ccc(C(C)=O)cc3F)CC2)cc1S(=O)(=O)NC1CC1	-9	-2	-5	.	-2	0	-8	9	18
CCC1CN(C(=O)N2CCC(C(=O)NCc3ccc(C)o3)CC2)c2ccccc2O1 (stereo unspecified)	5	-4	3	7	0	1	0	-3	4
CC(c1ccccc1)C1NC(C(=O)O)CS1 (stereo unspecified)	-1	-3	-7	9	-4	4	-3	7	-2
COc1ccccc1NS(=O)(=O)c1cccc(C(=O)NCC(c2ccco2)N(C)C)c1 (stereo unspecified)	1	-1	3	-1	-2	3	-8	5	-1
CCNc1nc(NC(C)C)nc(N2CC(=O)N(CC(=O)OCC)C2=N)n1	7	3	7	2	-2	1	1	-3	6
O=C(NCc1ccc2c(c1)OCO2)C1CC(=O)N(C2CCCCCC2)C1 (stereo unspecified)	3	-5	-3	10	-2	-2	-5	8	11
COc1ccc(C(=O)NC(=S)Nc2ccc(N3CCOCC3)cc2)cc1Cl	11	39*	5	8	14*	2	-1	-1	7
Cc1cc(Br)ccc1NC(=O)CN1C(=O)C2C3CC(c4ccccc4)C(C3)C2C1=O (stereo unspecified)	1	-13	-9	-1	-11	4	-3	-5	3
O=C1CN(S(=O)(=O)c2ccc(Cl)cc2)c2ccccc2N1	1	-7	2	-2	-2	7	-4	-1	-1
CCN(CC)C(=O)c1cccc(NC(=O)c2ccc3c(=O)n4c(nc3c2)CCC4)c1	-7	-3	-1	-8	-5	1	0	15	8
NC(=O)CN1CCN(C(=O)NC2CCCCC2)CC1	4	3	1	3	6	1	-2	5	9
CCOC(=O)CSc1nnc(-c2ccccc2)c(=O)[nH]1	1	5	-2	-5	1	0	0	-4	8
CSc1ccc(C(=O)C2CCCN(C(=O)c3nn(C)c(=O)c4ccccc34)C2)cc1 (stereo unspecified)	4	0	1	2	-4	-6	-1	8	4
CCOC(=O)c1c(C)[nH]c(C(=O)NNC(=O)c2ccccc2F)c1C	-3	.	.	.	.	3	-1	6	3
CCOc1ccccc1N(CC(=O)N1CCCC1)S(C)(=O)=O	11	1	-1	6	-1	4	-2	1	6
CC(C)N(C)S(=O)(=O)c1ccc(Cl)c(C(=O)O)c1	0	4	0	10	7	6	1	0	4

(list continues)
SMILES	pPAFAH FP inh	LYPLA2 inh	PME-1 primary	GSTO1 inh	LYPLA1 counter	PAFAH1B2 FP inh	PAD4 inh	PREPL inhibitor	PAFAH1B3 inh
CCOCCc1nnc(NC(=O)Cc2ccc(Br)cc2)s1	4	3	0	-4	-3	6	-1	20	9
COc1cccc(NC(=O)C(=O)NCCCN2CCCC2=O)c1	5	6	3	9	1	0	4	13	9
Cc1cc(-c2ccc(C)c(S(=O)(=O)NCc3cccc(Br)c3)c2)on1	0	-4	0	-5	-7	3	-2	-20	0
O=C(CSCCO)Nc1ccccc1	-3	-4	-2	-6	1	4	-4	-2	11
COc1ccc(S(=O)(=O)N2CCOC2CNC(=O)C(=O)NCc2ccco2)cc1OC (stereo unspecified)	0	4	0	-1	-2	4	-4	9	-3
Oc1ccccc1N1CCN(c2nnnn2-c2ccccc2)CC1	11	5	0	-2	0	2	5	-16	3
CC(=O)C1=C(O)C(=O)N(CCc2c[nH]c3ccccc23)C1c1cccc(O)c1 (stereo unspecified)	5	5	9	-3	2	8	-17	15	13
CC(C)c1ccc(-c2nc(N3CCCCC3)[nH]c(=O)c2C#N)cc1	6	-2	4	2	0	6	-3	8	-1
COc1cccc(CN2CCN(CCc3ccccc3)C(CCO)C2)c1OC (stereo unspecified)	3	-6	-4	2	0	2	-1	4	3
O=C(CSc1ncn[nH]1)Nc1ccccc1C(=O)O	-1	3	-3	1	-1	9	-7	1	9
CCCCn1c(N)c(N(CCC(C)C)C(=O)COC(=O)/C=C/c2ccc(F)cc2)c(=O)[nH]c1=O	1	.	.	.	.	-2	1	-2	1
N#CCCSc1ncnc2c1oc1ccccc12	3	3	-3	-11	2	0	4	-6	-3
O=C(COC(=O)c1cccs1)Nc1ccccc1C(F)(F)F	14	10	4	10	2	-6	1	0	-2
Cc1oc2cc3oc(=O)c(CCC(=O)NCCCN4CCOCC4)c(C)c3cc2c1C	-1	11	4	-2	3	1	-3	29	5
Cc1ccc(S(=O)(=O)NNC(=O)CCC(=O)Nc2ccc(C)c(C)c2)cc1	0	-3	0	8	0	6	-4	3	3
CCN(CC)c1nc2cc(C)ccc2cc1/C=C(\C#N)C(N)=O	4	2	2	5	1	-4	1	11	8
Cc1ccc2[nH]c3c(c2c1)CN(C(=O)CN1CCCCC1)CC3	5	4	-1	4	0	.	-5	15	.
Cc1cccc(OCc2nnc(SCC(=O)N3CCN(C(=O)c4ccco4)CC3)n2C)c1C	3	-2	-7	7	1	7	-3	34	6
CC(Sc1ncn[nH]1)C(=O)NCc1ccccc1 (stereo unspecified)	-1	5	8	5	2	-3	-2	18	-5
Cc1cc(=O)n(C)c(=O)n1CCCCOc1ccc([N+](=O)[O-])cc1	-10	-4	-2	-10	3	3	-4	3	4
CCOC(=O)[C@H]1[C@H]2COc3cc(OC)ccc3[C@@H]2N2C(=O)N(c3cccc(F)c3)C(=O)[C@@]12C	5	.	.	.	.	4	-2	-22	7
COCCn1cnc2c1c(=O)n(CC(=O)OCC(=O)NCCCc1ccccc1)c(=O)n2Cc1ccccc1	2	0	4	22	-1	4	0	-6	-1
COc1ccc(/C(O)=C2/C(=O)C(=O)N(c3ncccn3)C2c2ccc(OC)c(OC)c2)cc1 (stereo unspecified)	3	2	-2	1	0	4	4	0	2
COc1ccc(NC(=O)CSc2nnnn2C2CCCCC2)c(OC)c1	-1	0	-5	-6	-3	2	0	-1	-2
CCN(CC)CCNC(=O)c1cc2cc(Br)ccc2s1	1	-2	0	12	-2	1	-5	-13	1
Cc1cccc(NC(=O)CN(C)S(=O)(=O)c2cccs2)c1	0	-1	-4	9	-5	-4	1	-1	7

A draw from above in order of count of non-hydrogen atoms, ascending.
SMILES	pPAFAH FP inh	LYPLA2 inh	PME-1 primary	GSTO1 inh	LYPLA1 counter	PAFAH1B2 FP inh	PAD4 inh	PREPL inhibitor	PAFAH1B3 inh
O=C(CSCCO)Nc1ccccc1	-3	-4	-2	-6	1	4	-4	-2	11
CC(Sc1ncn[nH]1)C(=O)NCc1ccccc1 (stereo unspecified)	-1	5	8	5	2	-3	-2	18	-5
COc1ccc(S(=O)(=O)N2CCOC2CNC(=O)C(=O)NCc2ccco2)cc1OC (stereo unspecified)	0	4	0	-1	-2	4	-4	9	-3

An excerpt, so the mix of outcomes need not match the whole.
